Assay outcomes: PubChem, several laboratories
TRPC4 PAM: allosteric potentiators of mouse TRPC4 channel; Q9QUQ5; HEK293 TRPC4beta/mu-opioid, DAMGO EC20, Fluo-4 Ca2+ flux; hits give high values; B-score at 10 µM; hit rate 0.42% among 310,000; AID 2227;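 active means B-score of calcium response area above 5 SD of library B-scores, with initial fluorescence ratio within 5 SD of library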;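 further: B-score of integrated fluorescence ratio over time as area under calcium response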
KLF5 inh: inhibitors of KLF5 expression; DLD-1 KLF5 promoter-luciferase reporter, luminescence; inhibition, % at 5 µM; hit rate 0.23% among 290,000;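 active means inhibition above a per-plate limit of that plate's mean compound inhibition plus 3 SD, cut at about 60% in these data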;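 further: 0% = DMSO wells and 100% = LY294002 at 200 µM; higher means less KLF5 promoter-driven luciferase light; inactives centre near -14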
TRPC4 inh: inhibitors of mouse TRPC4 channel. Q9QUQ5. HEK293 TRPC4beta/mu-opioid, DAMGO-evoked Fluo4 calcium flux; hits give low values. B-score at 10 µM. hit rate 0.39% among 300,000;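 active means B-score over 3 SD under the library average, no early fluorescence shift, positive overall ratio signal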
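Material: HEK293 cells with stable TRPC4beta plus mu-opioid receptor expression / Probe or stimulus: DAMGO in two steps, submaximal then maximal / Compound: single concentration per test compound / Technique: kinetic Fluo4 fluorescence imaging of calcium influx / Read-out: per-well B score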
IEC-6 cytotox: kills IEC-6 intestinal cells in KLF5 counter-screen | hit rate 0.78% among 290,000 | IEC-6 cytotoxicity, luminescence viability | AID 1825 | inhibition, % at 5 µM; in the data active means inhibition above about 22%;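 further: 0% = plate median of test compound wells and 100% = cytotoxic reference compound wells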
SKKanGAS inh: SKKanGAS growth inhibition. hit rate 1.3% among 300,000. AID 1662. inhibition, % at 7.5 µM. S. pyogenes SKKanGAS, kanamycin growth, BacTiter-Glo, 6 h;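 active means mean replicate score, as percent of positive control median, at least 50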;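 further: strain carries kanamycin resistance gene driven by streptokinase promoter and grows in 40 µg/ml kanamycin; loss of luminescence reflects streptokinase promoter inhibition or plain growth inhibition; 0% = median of DMSO wells and 100% = positive control at its reference dose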
HIF activator: HIF pathway transcriptional activation | AID 1910 | activation, % at 7.5 µM (by protocol) | hit rate 0.32% among 300,000 | U2OS HRE-luciferase reporter, luminescence; normalized: DMSO 0%, desferrioxamine 100%;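 active means mean activation of at least 10% of the iron chelator positive control signal, with at least half of replicates also reaching 10%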
TRPC6 inh: blocks the mouse TRPC6 cation channel | Q61143 | HEK293-TRPC6, membrane potential dye, ACh-evoked depolarization; hits give low values | B-score at 10 µM | hit rate 1.1% among 310,000;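 active means B-score under library mean minus 3 SD, initial fluorescence not abnormally high, positive integrated signal ratio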;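 further: B-score derived from integrated fluorescence ratio over the kinetic read; more negative B-score means stronger inhibition of depolarization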
TRPC4 act: TRPC4 (mouse) channel activation | Q9QUQ5 | HEK293 TRPC4beta/mu-opioid, Fluo4 calcium fluorescence; hits give high values | B-score at 10 µM | hit rate 0.49% among 310,000;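 active means B-score above 5 SD of library B-scores, and initial fluorescence ratio not above library mean plus 5 SD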;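 further: positive B-score marks a calcium rise read as TRPC4 activation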
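Technique: kinetic Fluo4 calcium fluorescence; Test system: TRPC4beta and mu-opioid receptor HEK293 stable cells; Measure: B-scored integrated calcium fluorescence ratio; Benchmarks: low control buffer alone, high control maximal DAMGO; Schedule: 45 min room-temperature Fluo4 loading, 110 s read.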
MrgX1 antag: antagonists of human MrgX1 receptor. Q96LB2. MRGX1-HEK293 calcium flux, Fluo-4, BAM8-22 antagonism; hits give low values. B-score at 10 µM. hit rate 1.3% among 310,000. AID 588676;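 active means calcium-response B-score plate-corrected more than 3 library SD below zero, starting fluorescence within 5 deviations, no agonist response on first addition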;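 further: peak minus trough fluorescence over baseline after final BAM8-22 challenge near maximal dose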
Target sequence (Q96LB2 whole entry, looked up): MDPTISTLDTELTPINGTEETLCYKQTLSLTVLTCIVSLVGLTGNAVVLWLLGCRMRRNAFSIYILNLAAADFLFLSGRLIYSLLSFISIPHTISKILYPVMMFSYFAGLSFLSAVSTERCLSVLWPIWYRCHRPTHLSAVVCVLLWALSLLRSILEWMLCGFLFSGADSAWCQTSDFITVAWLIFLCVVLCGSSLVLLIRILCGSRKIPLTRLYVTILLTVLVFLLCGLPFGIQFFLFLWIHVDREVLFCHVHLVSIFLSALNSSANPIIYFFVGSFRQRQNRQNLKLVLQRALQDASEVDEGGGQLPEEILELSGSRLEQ
aSyn 5UTR inh: MLPCN primary screen, SNCA 5' untranslated region; alpha-synuclein 5'UTR reporter, inhibitor activity; inhibition, % (tested at 7.5 µM); hit rate 0.82% among 300,000; in the data active means inhibition above about 60%;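 further: H4 neuroglioblastoma cells stably carrying SNCA 5'UTR luciferase fusion; 0% = DMSO wells and 100% = positive control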
TRPC6 act: activators of mouse TRPC6 channel | Q61143 | HEK293-TRPC6 membrane potential dye fluorescence; hits give high values | B-score at 10 µM | hit rate 0.13% among 310,000;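 active means B-score of the integrated fluorescence ratio above library mean plus 3 SD, and starting fluorescence ratio within library mean plus 5 SD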;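 further: higher score means more depolarization so channel activation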
The depositor's hits bear a star; i = inactive; . = no result given.

SMILES	TRPC4 PAM	KLF5 inh	TRPC4 inh	IEC-6 cytotox	SKKanGAS inh	HIF activator	TRPC6 inh	TRPC4 act	MrgX1 antag	aSyn 5UTR inh	TRPC6 act
Cc1cc(C)c(NC(=O)CSc2nnc(-c3ccccn3)n2N)c(Cl)c1	i	-23	i	-9	2	0.9	i	i	i	4	i
Cc1cc(C(=O)CS(=O)(=O)c2ccc(Cl)cc2)cc(C)c1O	i	-11	i	-4	5	-0.9	i	i	i	-1	i
Cc1cccc(C(=O)N/N=C/c2ccc(OCC(=O)N3CCCCC3)cc2)c1	i	-25	i	6	1	-0.2	i	i	i	-17	i
CCOc1ccc(NC(=O)Nc2cc(C(C)C)c(O)cc2C)cc1	i	-7	i	-4	-9	0.2	i	i	i	23	i
COc1ccccc1/C=C1\SC(=S)N(CCC(=O)Nc2ccc(C(=O)O)c(O)c2)C1=O	i	7	i	-3	31	0.3	i	i	i	3	i
CN(CCc1ccccn1)C1CCCN(S(=O)(=O)c2ccc(F)c(Cl)c2)C1 (stereo unspecified)	i	-19	i	4	-12	-0.5	i	i	i	4	i
COC(=O)CNC(=O)Cc1c(F)cccc1Cl	i	-21	i	2	-1	-0.3	i	i	i	11	i
COCCNC(=O)/C(C#N)=C/c1cc(C)n(-c2ccc(C)cc2)c1C	i	-156	i	-1	-2	1.7	i	i	i	-133	i
CC1=CN2C(=NC(=O)CC2(C)C(=O)N(CC(=O)NC2CCCC2)Cc2ccc(Cl)cc2)C=C1 (stereo unspecified)	i	-12	i	0	-3	0.7	i	i	i	8	i
COc1ccc(Cl)cc1NC(=O)CN(C)CC(=O)Nc1ccccc1-c1ccccc1	i	-18	i	2	2	-0.5	i	i	i	-7	i
CCn1cnc2c1c(=O)n(CC(=O)OC(C)C(N)=O)c(=O)n2Cc1ccccc1 (stereo unspecified)	i	-13	i	3	1	-0.2	i	i	i	3	i
CCCCC(Nc1ncnc2ccccc12)C(=O)O (stereo unspecified)	i	-42	i	0	-2	1.0	i	i	i	-4	i
Cc1cc(NS(=O)(=O)Cc2ccccc2)cc(C)c1OCC(=O)N1CCOCC1	i	-6	i	2	-4	-0.3	i	i	i	6	i
COc1ccc(C(=O)NC2CCCCC2)cc1S(=O)(=O)N1CCOCC1	i	6	i	10	0	-0.8	i	i	i	-7	i
Cc1ccc(S(=O)(=O)NCc2ccc(C(=O)NCCCN3CCN(C)CC3)cc2)cc1	i	-15	i	1	-2	-0.5	i	i	i	-6	i
CCN1CCN(c2nc3ccccc3nc2C(C#N)C(=O)OCc2ccccc2)CC1 (stereo unspecified)	i	3	i	8	8	-0.7	-7.3*	i	i	18	i
Cc1nc(NCc2ccco2)c2oc3ccccc3c2n1	i	-26	i	-2	-3	0.0	i	i	i	-1	i
O=C(O)c1ccc(/C=N/Nc2ncc(Cl)cc2Cl)cc1	i	-33	i	4	1	-3.4	i	i	i	-72	i
CCC(=O)Nc1nnc(SCC(=O)Nc2cccc(Cl)c2)s1	i	-13	i	-4	1	-0.1	i	i	i	-14	i
NC(=O)[C@H]1CC2(CC(c3cccc(NC(=O)COc4ccc(Cl)cc4)c3)=NO2)CN1C(=O)Cc1ccc([N+](=O)[O-])cc1 (stereo partly specified)	i	.	i	.	34	0.2	i	i	i	-9	i
COc1ccc(OC)c(NC(=S)NCc2ccco2)c1	i	5	i	5	-1	-0.9	i	i	i	13	i
O=C(Nc1ccc(Nc2ccccc2)cc1)c1ccc(Cl)cc1Cl	i	.	i	.	4	-0.6	i	i	i	10	i
CC(C(=O)N1CCN(c2ccc([N+](=O)[O-])cc2)CC1)N1C(=O)C2CC=CCC2C1=O (stereo unspecified)	i	-21	i	-3	9	0.2	i	i	i	-1	i
O=C(CS(=O)(=O)c1ccc(Cl)cc1)Nc1nnc(-c2cccs2)o1	i	-27	i	3	2	0.0	i	i	i	8	i
Cc1cc(C(=O)Nc2ccccc2C(=O)O)oc1C	i	-55	i	-8	-5	-31	i	i	i	-3	i
O=C(CSc1ccccc1)N1CCN(S(=O)(=O)c2ccccc2F)CC1	i	-11	i	6	-3	-0.2	i	i	i	2	i
O=C(O)c1cccc(S(=O)(=O)Nc2ccc3c(c2)OCO3)c1	i	-14	i	0	-4	0.1	i	i	i	-5	i
Cc1cc(C)n(-c2nc3ccccc3c(=O)n2OCc2ccc(F)cc2)n1	i	-39	i	2	3	2.4	i	i	i	-27	i
O=C(/C=C/c1ccco1)N(Cc1cccc(F)c1)C1CCS(=O)(=O)C1 (stereo unspecified)	i	-27	i	-8	-7	-0.3	i	i	i	1	i
C=CCN(c1ccccc1)S(=O)(=O)c1ccc(Cl)c(C(=O)OCC(=O)c2[nH]c(C)c(C(C)=O)c2C)c1	i	-33	i	-7	20	-0.6	i	i	i	34	i
CC(c1ccccc1)n1cc(C(=O)NCCCn2ccnc2)nn1 (stereo unspecified)	i	-12	i	5	11	-0.1	i	i	i	22	i
Cc1cc(C)n2nc(C(=O)OCC(=O)Nc3ccc4c(c3)OC(F)(F)O4)nc2n1	i	2	i	5	-1	-0.2	i	i	i	0	i
O=C(O)c1cccc(CSc2nc(-c3ccccc3)cc(C(F)(F)F)n2)c1	i	-16	i	9	18	-0.8	i	i	i	-4	i
CCOC(=O)C1=C(C)OC(N)=C(C#N)C1c1ccoc1 (stereo unspecified)	i	5	i	2	-6	0.1	i	i	i	-10	i
CCn1cc(C(=O)O)c(=O)c2cc(F)c(N3CCN(C(=S)NC(=O)c4ccc(OC)cc4)CC3)cc21	i	-31	i	2	43	-0.3	i	i	i	-10	i
O=C(Nc1cccnc1)c1cc(-c2cccc(Cl)c2)on1	i	-26	i	0	-6	0.2	i	i	i	13	i
N#Cc1cnn2ccc(-c3cc(N4CCOCC4)ccc3[N+](=O)[O-])nc12	i	-26	i	8	-3	-0.4	i	i	i	-11	i
Cc1ccc(C(=O)Nc2ccccc2C(=O)O)cc1NC(=O)COc1c(C)cccc1C	i	-1	i	-3	22	0.0	i	i	i	33	i
Cc1ccccc1CC(=O)N1CCOCC1	i	-9	i	2	1	-0.1	i	i	i	-3	i
O=C(NC1CCN(Cc2ccccc2)CC1)C1CCN(S(=O)(=O)c2cccc([N+](=O)[O-])c2)CC1	i	-27	i	1	-1	0.8	i	i	i	-18	i

Entries shown so far containing two or more sulfur atoms:
SMILES	TRPC4 PAM	KLF5 inh	TRPC4 inh	IEC-6 cytotox	SKKanGAS inh	HIF activator	TRPC6 inh	TRPC4 act	MrgX1 antag	aSyn 5UTR inh	TRPC6 act
COc1ccccc1/C=C1\SC(=S)N(CCC(=O)Nc2ccc(C(=O)O)c(O)c2)C1=O	i	7	i	-3	31	0.3	i	i	i	3	i
CCC(=O)Nc1nnc(SCC(=O)Nc2cccc(Cl)c2)s1	i	-13	i	-4	1	-0.1	i	i	i	-14	i
O=C(CS(=O)(=O)c1ccc(Cl)cc1)Nc1nnc(-c2cccs2)o1	i	-27	i	3	2	0.0	i	i	i	8	i
O=C(CSc1ccccc1)N1CCN(S(=O)(=O)c2ccccc2F)CC1	i	-11	i	6	-3	-0.2	i	i	i	2	i

More compounds follow:
SMILES	TRPC4 PAM	KLF5 inh	TRPC4 inh	IEC-6 cytotox	SKKanGAS inh	HIF activator	TRPC6 inh	TRPC4 act	MrgX1 antag	aSyn 5UTR inh	TRPC6 act
CCCCCN(C(=O)CCC(=O)OCC(=O)NCc1ccc(OC)cc1)c1c(N)n(CCCC)c(=O)[nH]c1=O	i	-24	i	1	11	0.9	i	i	i	5	i
Cc1ccc(S(=O)(=O)NCc2ccc(C(=O)N3CCc4ccccc4C3)cc2)cc1	i	29	i	8	4	-0.9	i	i	i	31	i
N#Cc1c(-c2ccccc2)nc(SCc2ccc([N+](=O)[O-])cc2)[nH]c1=O	i	-34	i	-1	15	-0.1	i	i	i	13	i
O=c1[nH]nc(-c2ccccc2)c2ccccc12	i	-22	i	0	3	-0.6	i	i	i	18	i
O=[N+]([O-])c1ccc2[nH]c3c(c2c1)CCCC3O (stereo unspecified)	i	-19	i	-1	0	-0.1	i	i	i	11	i
Cc1ccc(CNC(=O)[C@H](C)NC(=O)C2CCN(C(=O)[C@@H](N)CC(C)C)CC2)cc1	i	1	i	-1	6	0.1	i	i	i	1	i
CCOc1c(CNCCN2CCOCC2)cccc1OC	i	0	i	1	-2	0.8	i	i	i	-16	i
OCCCn1c(CCCNc2nc(-c3cccc(Br)c3)cs2)nc2cc(Cl)c(N3CCCCC3)cc21	i	-17	i	-4	32	0.1	i	i	i	8	i
CCOC(=O)Cc1csc(NC(NC(=O)OCC)(C(F)(F)F)C(F)(F)F)n1	i	-9	i	2	-3	0.2	i	i	i	-8	i
O=C(NCc1ccc(C(F)(F)F)cc1)C1CC(c2cccc(F)c2)=NO1 (stereo unspecified)	i	.	i	.	1	-0.2	i	i	i	24	i
O=C(Nc1ccc(Br)cc1F)c1ccncc1	i	-20	i	-6	-2	1.4	i	i	i	-20	i

Compound profiles, as listed above. Values in the order: TRPC4 PAM	KLF5 inh	TRPC4 inh	IEC-6 cytotox	SKKanGAS inh	HIF activator	TRPC6 inh	TRPC4 act	MrgX1 antag	aSyn 5UTR inh	TRPC6 act
Cc1ccc(CNC(=O)[C@H](C)NC(=O)C2CCN(C(=O)[C@@H](N)CC(C)C)CC2)cc1 in the list: i	1	i	-1	6	0.1	i	i	i	1	i
O=C(NCc1ccc(C(F)(F)F)cc1)C1CC(c2cccc(F)c2)=NO1 (stereo unspecified) in the list: i	.	i	.	1	-0.2	i	i	i	24	i
